Compound activity deposited in PubChem BioAssay by several laboratories.
TAAR1 antagonist – human TAAR1 antagonism; CHO RD-HGA16 TAAR1, Fluo-8 calcium fluorescence, antagonist; hit rate 1.5% among 360,000; inhibition, % at 3 µM;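 active means inhibition above a per-plate cutoff, the mean inhibition of test compounds on that plate plus 3 SD, cut at about 49% in these data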;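 further: 0% = DMSO plus EC80 beta-PEA response and 100% = DMSO alone without agonist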
Target sequence (Q96RJ0 whole entry, looked up): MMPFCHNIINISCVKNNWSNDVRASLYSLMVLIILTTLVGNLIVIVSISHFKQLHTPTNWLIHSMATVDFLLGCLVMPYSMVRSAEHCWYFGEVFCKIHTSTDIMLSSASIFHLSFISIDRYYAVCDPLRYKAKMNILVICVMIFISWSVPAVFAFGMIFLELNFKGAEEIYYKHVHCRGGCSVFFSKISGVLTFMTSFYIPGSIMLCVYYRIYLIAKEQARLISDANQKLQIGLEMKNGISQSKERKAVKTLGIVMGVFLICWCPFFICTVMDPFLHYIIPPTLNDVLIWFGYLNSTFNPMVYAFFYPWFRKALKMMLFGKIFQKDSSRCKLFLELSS
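Assay system: RD-HGA16 CHO cells with stable hTAAR1 and Gα16 / Reagent: EC80 β-phenethylamine stimulus / Doses: 3 µM, single point / Timing: dye loading 75 min at 37 °C, then 30 min room temperature / Measured by: Fluo-8 intracellular calcium dye fluorescence, real-time kinetic reads / Controls: vehicle wells and EC80 agonist wells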
CHRM5 PAM – CHRM5 positive allosteric modulation | activation, % at 3 µM | hit rate 0.3% among 360,000 | AID 624038 | CHO-K1 hM5, Fluo-8 calcium, ACh EC20 PAM; 0% = ACh EC20, 100% = ACh EC100 | P08912;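 active means activation above the run cutoff, the mean activation of all test compounds plus 3 SD, cut at about 18% in these data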
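Assay system: CHO-K1 hM5 cells / Incubation: Fluo-8 loading 80 min at 37 °C plus 30 min room temperature / Technique: Fluo-8 calcium dye fluorescence, kinetic read / Repeats: single replicate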
CRFR2-BP ag – CRF-BP/CRF-R2 complex agonism; HEK293 CRF-R2/CRF-BP, calcium dye fluorescence (FLIPR); percent of saturating CRF peptide response; activation, % at 13.2 µM; hit rate 0.46% among 350,000; AID 588473;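 active means activation of at least 50%, plus an integration ratio under a set limit after plate pattern correction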;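 further: plate controls were neutral control wells without compound for no effect and CRF at EC100 for full effect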
M1 PAM parental – M1 PAM counterscreen hit in parental CHO-K1 cells | ATP EC20, Fluo-8 calcium fluorescence; 0% at ATP EC20, 100% at ATP max | activation, % at 3 µM | AID 602247 | hit rate 0.02% among 360,000;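 active means activation above the run cutoff, the mean activation of all test compounds plus 3 SD, cut at about 40% in these data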;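 further: peak over basal fluorescence ratio in a 140 s read after ATP addition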
CRFR2-BP antag – CRF-BP/CRF-R2 complex antagonism | inhibition, % at 11.8 µM | hit rate 0.59% among 350,000 | HEK293 CRF-R2/CRF-BP, CRF-induced calcium fluorescence | AID 588475;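 active means inhibition of the ligand-induced calcium signal above about 50% at the single tested concentration, limit read from the data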
TAAR1 agonist – human TAAR1 agonism | CHO RD-HGA16 TAAR1, Fluo-8 calcium fluorescence; vehicle wells 0%, saturating PEA agonist 100% | Q96RJ0 | activation, % at 3 µM | hit rate 0.99% among 360,000;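 active means activation above the mean activation of all test compounds in the run plus 3 SD, cut at about 38% in these data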
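System: CHO-derived RD-HGA16 cells with stable Gα16 and human TAAR1 / Times: 17-24 h plating, Fluo-8 75 min 37 °C, 30 min RT / Technique: calcium-sensitive Fluo-8 signal, excitation 470-495, emission 515-575 nm / Measure: % activation relative to PEA EC100 response / Benchmarks: DMSO and PEA EC100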
M5 ag – agonists of human muscarinic M5 receptor (CHRM5); activation, % at 3 µM; P08912; AID 624037; hit rate 0.19% among 360,000; CHO-K1 hM5 cells, Fluo-8 calcium fluorescence; 0% DMSO wells, 100% maximal acetylcholine response;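 active means activation above the run's mean over test compounds plus 3 SD, cut at about 23% in these data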;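 further: signal is peak over basal fluorescence ratio across the kinetic read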
CHRM4 PAM – positive allosteric modulators of human muscarinic M4 receptor; P08173; CHO-K1 hM4/Gqi5, Fluo-8 calcium fluorescence, ACh EC20; 0% = ACh EC20, 100% = maximal ACh; activation, % at 3 µM; hit rate 0.4% among 360,000; AID 624126;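 active means activation above its plate's cutoff, the mean activation of sample wells plus 3 SD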; further: some results filed as inactive read as strong as hits
Target sequence (P08173 whole entry, looked up): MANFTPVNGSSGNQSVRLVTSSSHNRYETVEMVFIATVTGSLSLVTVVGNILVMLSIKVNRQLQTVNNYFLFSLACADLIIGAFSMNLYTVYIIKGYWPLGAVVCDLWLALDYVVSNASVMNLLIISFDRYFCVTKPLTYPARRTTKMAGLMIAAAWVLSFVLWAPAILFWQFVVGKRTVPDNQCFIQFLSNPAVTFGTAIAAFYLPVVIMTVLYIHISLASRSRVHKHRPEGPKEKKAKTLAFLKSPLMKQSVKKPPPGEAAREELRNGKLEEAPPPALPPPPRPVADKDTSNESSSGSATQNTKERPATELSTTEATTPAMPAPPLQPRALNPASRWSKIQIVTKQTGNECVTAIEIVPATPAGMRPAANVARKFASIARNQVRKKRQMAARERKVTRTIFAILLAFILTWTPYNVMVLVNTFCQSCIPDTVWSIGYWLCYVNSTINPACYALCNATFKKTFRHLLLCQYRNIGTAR
CHRM5 antagonist – blocks acetylcholine activation of human M5 receptor; P08912; CHO-hM5 cells, Fluo-8 calcium fluorescence, ACh EC80; inhibition, % at 3 µM; hit rate 0.59% among 360,000;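 active means inhibition above a per-plate cutoff, the mean of that plate's test compounds plus 3 SD, cut at about 27% in these data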;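 further: 0% = acetylcholine EC80 with DMSO and 100% = DMSO without agonist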
* = called active by the depositor; x = not tested or not shown. Rows were taken by chance; any-hit rate near 4.2%.

Sample of the layout:
SMILES	TAAR1 antagonist	CHRM5 PAM	CRFR2-BP ag	M1 PAM parental	CRFR2-BP antag	TAAR1 agonist	M5 ag	CHRM4 PAM	CHRM5 antagonist
Cc1oc2cc(O)ccc2c(=O)c1N1C(=O)c2ccccc2C1=O	-6.6	2.9	-2.1	6.2	-15.2	6.3	3.2	-1.1	4.0
COc1ccc2[nH]c3c(c2c1)CCN1C(=O)C(CC(=O)NCC24CC5CC(CC(C5)C2)C4)C[C@H](C(=O)N2CCOCC2)[C@@]31CCC1CCCC1 (stereo not given in full)	-15.4	-1.3	1.5	12.9	5.7	-0.9	1.6	3.0	-3.3
CN(CC(=O)Nc1ccc(F)cc1)C(=O)CN1C(=O)NC2(CCCCC2)C1=O	8.0	2.2	1.4	13.4	1.2	0.3	3.2	6.3	6.8

Main list, repeating the preview:
SMILES	TAAR1 antagonist	CHRM5 PAM	CRFR2-BP ag	M1 PAM parental	CRFR2-BP antag	TAAR1 agonist	M5 ag	CHRM4 PAM	CHRM5 antagonist
Cc1oc2cc(O)ccc2c(=O)c1N1C(=O)c2ccccc2C1=O	-6.6	2.9	-2.1	6.2	-15.2	6.3	3.2	-1.1	4.0
COc1ccc2[nH]c3c(c2c1)CCN1C(=O)C(CC(=O)NCC24CC5CC(CC(C5)C2)C4)C[C@H](C(=O)N2CCOCC2)[C@@]31CCC1CCCC1 (stereo not given in full)	-15.4	-1.3	1.5	12.9	5.7	-0.9	1.6	3.0	-3.3
CN(CC(=O)Nc1ccc(F)cc1)C(=O)CN1C(=O)NC2(CCCCC2)C1=O	8.0	2.2	1.4	13.4	1.2	0.3	3.2	6.3	6.8
COc1ccc(-c2noc(-c3ccc(Cl)cc3[N+](=O)[O-])n2)cc1OC	6.7	0.7	1.9	4.7	-16.2	1.2	-2.9	-1.0	-0.2
O=C(CSc1nc2[nH]ncc2c(=O)[nH]1)N1CCCC1	-1.6	2.2	-2.0	23.0	14.1	0.8	-1.1	3.5	-10.2
COC(=O)c1c(NC(C)=O)sc2c1CCCC2	12.4	8.4	-0.3	-7.5	6.8	9.7	-5.6	8.6	2.3
NC(=O)C1=NOC(CNc2ncc(C(F)(F)F)cc2Cl)C1 (stereo not given)	-4.3	0.9	-2.8	17.6	-3.3	1.8	1.8	15.8	0.4
COc1ccccc1Cc1c(-c2ccc(C#N)cc2)nc2c3ccccc3ccn12	-4.1	-5.3	x	-9.4	x	-1.1	-3.1	3.0	-0.2
COc1ccccc1/C=C(/NC(=O)c1ccc(Cl)cc1Cl)C(=O)O	-19.4	-0.9	-1.5	8.4	4.5	1.9	-3.6	21.0	-1.5
COC(=O)c1cnn(-c2ccccc2)c1C(OC)OC	-2.0	22.1*	1.3	22.0	-7.8	0.8	7.1	8.3	-12.2
COc1ccc(C(C(=O)NCc2ccccc2)N(Cc2ccco2)C(=O)c2snc(C(N)=O)c2N)cc1OC (stereo not given)	57.2*	-12.1	-2.1	2.8	-6.0	17.5	4.5	-9.5	20.4
CC1(C)CC2CC(C)(CN2c2ncnc3ccc(Br)cc23)C1 (stereo not given)	-2.3	5.2	-2.0	17.9	-43.6	15.0	3.5	-3.0	-10.0
C=CCn1c(=O)c(C#N)cc2c(=O)n3ccccc3nc21	-16.8	-6.7	0.9	6.1	2.3	6.8	-2.6	3.0	3.3
CCOC(=O)[C@]12CCC=C1N(CCC1=CCCCC1)C(=O)[C@H](CC(=O)NCc1ccccc1)C2	-6.6	-1.7	x	16.9	x	1.5	0.4	3.1	2.2
C(=N\Nc1nncc2ccccc12)/c1ccccn1	-6.8	7.2	-1.6	-1.9	2.1	2.0	-1.1	-5.6	-1.7
O=C1COc2ccc(C(=O)COC(=O)c3ccc([N+](=O)[O-])cc3Cl)cc2N1	40.1	-0.7	0.6	-17.7	1.1	11.7	-1.9	7.8	3.7
COCCn1ccc2c(OCC(=O)Nc3ccccc3OC)cccc2c1=O	57.6*	-8.7	-3.7	-10.0	-1.8	8.4	-2.2	-9.0	0.7
Cc1ccc(/C=N/NC(=O)c2cccnc2)s1	4.1	-0.3	-1.6	-25.5	-3.5	15.3	1.9	-4.5	4.5
CC1=C(C)CS(=O)N(S(=O)(=O)c2ccccc2)C1 (stereo not given)	9.1	-0.7	16.7	6.0	-16.9	72.8*	17.8	-7.3	10.8
CNc1ccccc1C(C)(C)c1cc(-c2cccc(OC)c2)no1	26.3	-4.2	6.4	11.4	-13.4	10.9	3.6	-6.5	23.3
CCN(CC)CCN1CCN(c2cncc(-c3cccc(N)c3)n2)CC1	13.4	0.6	x	15.7	x	0.3	-0.9	9.7	6.2
C=C(C)CSc1nc(N)c(C#N)c(-c2ccc(C)cc2)c1C#N	26.7	-0.3	3.0	22.9	-84.8	23.7	1.1	-5.2	3.5
CCN(c1ccccc1)S(=O)(=O)c1ccc(OC)c(NC(=O)c2c(C)noc2C)c1	-4.1	-1.4	-1.1	-11.0	4.2	1.4	-0.3	6.9	4.2
CCN1CCN(C(=O)c2c(-c3ccccc3)noc2C)CC1	2.7	1.9	0.8	6.5	3.4	0.3	-6.8	-1.5	-0.8
C=C[C@@]1(C)CCC(/C(C)=C/C=C/C(C)(C)O)C[C@@H]1C(=C)C (stereo not given in full)	-12.5	-0.5	-0.8	-1.1	-1.2	-0.3	-0.2	7.8	-1.8
COc1ccc(NS(=O)(=O)c2ccc(C(=O)N(C)Cc3ccc(C)o3)cc2)cc1	26.7	-4.1	9.2	2.2	-21.5	49.4*	27.5*	-3.5	-2.2
Cc1cc(C)c2nc(N3CCCN(C(=O)c4cnccn4)CC3)c(C#N)cc2c1	-9.8	-6.2	-0.8	13.8	-10.4	7.7	-1.5	-4.0	3.4
CCCCN(CCCC)CCNC(=O)CSCc1ccc(C)cc1	-25.8	9.6	-0.1	-2.6	4.4	3.6	-8.1	8.2	0.7
CC(C(=O)c1ccccc1)n1cnc2ccccc2c1=O (stereo not given)	0.3	-9.2	0.0	9.8	10.6	1.4	-2.3	-0.8	0.3
COc1ccccc1NC(=O)N(C)C[C@@H]1OCc2cnnn2CCCC(=O)N([C@H](C)CO)C[C@H]1C	-23.1	1.0	3.7	-5.5	-0.7	0.3	-0.5	0.8	3.3
CCCCN(C=O)c1c(CC)nc2c(OCCOc3ccccc3)cccn12	-10.4	-5.3	x	5.2	x	-1.3	-1.4	-6.3	-3.5
COc1ccc(C(=O)Nc2ccc(C(=O)N3CCCC3)cc2)cc1[N+](=O)[O-]	-17.6	-2.4	1.1	-9.8	-29.9	0.2	-2.8	12.1	10.5
C=CCn1c(-c2ccc(OC)c(OC)c2)cs/c1=N\c1ccccn1	-4.1	2.9	0.9	12.1	-16.5	1.6	-1.3	3.6	-4.5
C[C@H](CO)N1C[C@H](C)[C@@H](CN(C)S(=O)(=O)c2ccc(F)cc2)Oc2ccc(NC(=O)Nc3ccc4c(c3)OCO4)cc2C1=O	-5.2	5.6	-1.2	-3.6	0.6	3.4	0.1	-10.0	-10.8
O=C(CN1CCN(C(=O)N2CCOCC2)CC1)Nc1cc(Cl)ccc1Cl	5.6	3.7	-0.3	-6.5	-3.2	2.1	1.2	0.0	7.6
CC(Sc1nc(-c2ccccc2)cs1)C(=O)Nc1ccc(Cl)cn1 (stereo not given)	22.4	-3.3	6.2	14.3	-5.8	-0.7	-2.9	-12.8	7.2
O=C1NCCCCC1NS(=O)(=O)c1cccc2ccccc12 (stereo not given)	2.1	1.8	-2.3	-5.3	69.5*	3.6	-2.1	4.9	5.0
Cn1nnnc1Sc1ncnc2scc(-c3cccc4c3sc3ccccc34)c12	1.5	-14.7	2.5	4.2	2.6	3.0	-2.6	-3.1	6.5
CCOC(=O)c1cnc(Nc2nc3ccccc3o2)nc1CN1CCN(C)CC1	-7.7	-2.2	-3.6	1.3	0.5	10.6	0.2	-1.1	-3.0
CCOc1cc(/C=N\n2nnnc2N)ccc1O	-19.3	-1.6	-0.6	1.1	-3.8	4.7	1.0	0.1	10.5
O=C1CSC(c2cccnc2)N1Cc1ccc(Cl)cc1 (stereo not given)	-20.7	-7.3	-0.8	-16.8	-2.7	1.2	-5.8	-24.5	8.9
CCCN1CCN(C(=O)Nc2ccc(OCC)cc2)CC1	6.1	-1.7	2.0	11.3	2.8	10.7	-2.0	-7.0	-5.4
Cc1nc(Nc2ccc(Cl)c(Cl)c2)sc1C(/C=C/c1ccc2c(c1)OCO2)=NNc1ccc([N+](=O)[O-])cc1[N+](=O)[O-]	-7.3	0.2	-2.0	16.4	6.6	1.0	0.7	6.9	8.1
N#CC1=C(N)C(C#N)(C#N)C(c2cccnc2)C2COCC=C12 (stereo not given)	-6.0	-1.9	-3.7	11.0	13.3	4.1	0.2	4.6	0.5
Nc1ncnc2c1ncn2[C@@H]1O[C@H](CNC(=O)[C@@H]2CCC(=O)N2)[C@@H](O)[C@H]1O	x	1.3	-2.4	3.0	8.4	x	0.6	-2.2	0.4
CC(C)(C)OC(=O)NNC(=S)NC1CCCCC1	-2.3	6.0	-0.5	12.3	-0.2	0.5	3.2	9.7	12.7
O=C(NCC(c1cccs1)N1CCOCC1)c1ccc(OCc2ccccc2)cc1 (stereo not given)	-2.7	2.8	0.3	12.7	9.6	11.3	-5.5	3.8	2.9
CC(C)Cc1ccc(C(C)/C=C2/CCC(CN3CCCCC3)C2=O)cc1 (stereo not given)	11.8	-8.1	14.7	-14.9	-12.1	4.4	-1.3	-4.1	11.5
COc1ccc(CCC(=O)NNC(=O)c2cccs2)cc1	-3.1	-2.0	0.1	3.0	-5.0	4.2	-0.7	9.1	12.3
O=C(CC1N=C2c3ccccc3N=C(SCc3ccc(F)cc3)N2C1=O)NCc1ccco1 (stereo not given)	-4.7	2.8	2.6	11.4	-21.8	14.4	-2.8	-2.3	0.2
CC(=O)c1c(C(C)=O)c(C)n(-c2cccc3cccnc23)c1C	4.4	9.6	0.5	-9.1	-0.6	0.7	3.5	9.1	0.4
CCc1nc2c(OCCC3CCCCC3)cccn2c1N(C)C(=O)COc1ccccc1	-35.0	1.2	x	-8.9	x	-0.1	-0.8	-6.4	-0.2
O=C(CN1CCCCC1)NCCNC(=O)CN1CCCCC1	2.1	5.4	-0.3	3.5	5.6	1.1	-1.3	9.8	-2.7
CNc1ccc(-c2ccccc2OC)cn1	0.4	-6.2	x	7.8	x	1.0	-1.7	2.8	12.6
C/C(N)=C(/C#N)C(=O)CSc1cc(Cl)ccc1Cl	-6.0	-5.4	-1.5	-14.5	8.8	6.5	-3.0	-6.8	0.9
Cc1ccc2nc(SCC(=O)Nc3cccc(F)c3)nc(=O)n2c1	13.5	-15.9	-0.1	-19.1	7.6	5.7	5.1	-5.3	16.2
CCOC(=O)N1CCC(NC(=O)CN2C(=O)CSc3nc(C)cc(C)c32)CC1	31.1	1.0	x	2.8	x	-0.7	1.2	5.7	3.5
